Screening results deposited in PubChem by several laboratories.
STK33 inh: blocks human STK33 kinase activity | AID 2661 | hit rate 0.073% among 320,000 | purified STK33, MBP phosphorylation, ADP-Glo luminescence | Q9BYT3 | inhibition, % at 10 µM;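 active means inhibition at or above 25%, using the most active replicate where run in duplicate; inactive means inhibition below 25%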
Target sequence (Q9BYT3 whole entry, looked up): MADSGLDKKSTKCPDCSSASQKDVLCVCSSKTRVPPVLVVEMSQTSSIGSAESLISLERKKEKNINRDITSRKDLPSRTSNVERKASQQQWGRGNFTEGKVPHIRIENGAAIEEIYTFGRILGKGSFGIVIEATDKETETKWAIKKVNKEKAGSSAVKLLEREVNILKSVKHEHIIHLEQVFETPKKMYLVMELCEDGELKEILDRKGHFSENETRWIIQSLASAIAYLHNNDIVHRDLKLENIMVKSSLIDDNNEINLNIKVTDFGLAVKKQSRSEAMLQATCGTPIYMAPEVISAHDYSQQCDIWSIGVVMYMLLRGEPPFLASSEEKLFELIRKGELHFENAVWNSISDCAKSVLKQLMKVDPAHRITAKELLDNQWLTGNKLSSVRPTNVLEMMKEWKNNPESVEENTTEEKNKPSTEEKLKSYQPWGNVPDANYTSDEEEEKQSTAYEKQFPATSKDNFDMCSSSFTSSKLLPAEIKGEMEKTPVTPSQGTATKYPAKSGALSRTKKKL
Kir21 block: blocks the mouse Kir2.1 inward-rectifier potassium channel | P35561 | HEK293-Kir2.1, FluxOR thallium flux fluorescence; stronger effect = lower value | B-score at 10 µM | hit rate 0.85% among 310,000;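 active means fluorescence ratio B-score at or below minus 3 SD of library scores, with starting-brightness B-score within 2 SD, cut at about -4.2 in these data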;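 further: channel flux triggered by added potassium and thallium sulfate stimulus; B-score of peak minus minimum fluorescence over baseline after thallium stimulus; more negative B-score means stronger Kir2.1 block with less thallium influx; some compounds called inactive have numbers as strong as hits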
Target sequence (P35561 whole entry, looked up): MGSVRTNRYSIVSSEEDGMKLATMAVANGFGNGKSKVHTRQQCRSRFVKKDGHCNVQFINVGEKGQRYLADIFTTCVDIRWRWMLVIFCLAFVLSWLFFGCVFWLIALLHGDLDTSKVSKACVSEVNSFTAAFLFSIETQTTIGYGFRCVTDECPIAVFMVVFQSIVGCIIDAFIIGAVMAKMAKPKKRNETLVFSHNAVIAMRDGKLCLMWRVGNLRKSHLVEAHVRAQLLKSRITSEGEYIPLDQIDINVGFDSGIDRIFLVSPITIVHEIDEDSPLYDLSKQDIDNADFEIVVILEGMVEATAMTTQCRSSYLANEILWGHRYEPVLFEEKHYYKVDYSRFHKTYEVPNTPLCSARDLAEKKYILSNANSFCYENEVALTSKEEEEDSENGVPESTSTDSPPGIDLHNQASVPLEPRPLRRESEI
* = called active by the depositor; / = not tested or not shown. Rows were taken by chance (roughly 0.84% active in at least one column).

cpd	STK33 inh	Kir21 block	structure
1	-2.1	-0.28	O=C(COC(=O)c1ccc2ccccc2n1)Nc1ncc(C(F)(F)F)cc1Cl
2	0.1	-0.82	CCC(C)(C)n1nnnc1C(c1ccc(OC)c(OC)c1)N1CCN(c2ccc(OC)cc2)CC1 (stereo not given)
3	1.4	-0.2	Cc1cc(C)n(C(=O)c2ccc(Cn3nc(C)c(Br)c3C)o2)n1
4	1.3	-1.1	CCCC(NC(=O)CCl)c1ccccc1 (stereo not given)
5	0.5	-0.11	CC1CCCCC1NC(=O)c1ccc(NS(=O)(=O)c2ccc3[nH]c(=O)[nH]c3c2)cc1 (stereo not given)
6	-0.1	-0.55	CC(C)C(C)NC(=O)COc1ccc(S(=O)(=O)N2CCOCC2)cc1[N+](=O)[O-] (stereo not given)
7	-2.1	/	Cc1ccc(S(=O)(=O)N2CCN(C(=O)Cn3c(=O)cnc4ccccc43)CC2)c(C)c1
8	/	-1.3	CC(C)(C)CN1CCNC(=O)C1CC(=O)NCCN1CCCc2ccccc21 (stereo not given)
9	-2.2	0.28	CC1CCCCN1C(=O)COC(=O)CNC(=O)c1ccc(Cl)cc1Cl (stereo not given)
10	4.8	0.49	O=C1NC2(CCCCCC2)N=C1c1ccc(F)cc1
11	-1.0	/	CC(=O)N1CCN(S(=O)(=O)c2ccc3c(c2)OCCO3)CC1
12	-1.7	-0.36	CCCn1c(=O)n(CC(=O)NCC2CCCO2)c(=O)c2c3c(sc21)COC(C)(C)C3 (stereo not given)
13	-2.2	1.4	COc1ccc(Oc2cnn(-c3ccccc3)c(=O)c2Br)cc1
14	-1.0	0.16	O=C(O)c1c(-c2ccc(Cl)cc2)cn2ccccc12
15	-1.0	0.87	Cc1cc(C(=O)NC2CCCc3ccccc32)c(C)o1 (stereo not given)

Following part:
cpd	STK33 inh	Kir21 block	structure
16	1.1	-2.9	Cc1cccc2c1-c1sc(C(=O)NCCCN3CCC(C)CC3)cc1CO2
17	1.2	/	CN(C)c1ccc(S(=O)(=O)NCC(=O)OCC(=O)c2ccc[nH]2)cc1[N+](=O)[O-]
18	/	0.5	COc1ccc(C(C)=O)cc1CSc1nnc(Nc2ccccc2)s1
19	-0.5	-2.1	CCN(CC(=O)NCCCn1ccnc1)S(=O)(=O)c1ccc(C)cc1
20	-0.1	-1.6	Cc1cccc(NC(=O)/C(C#N)=C/c2cccc([N+](=O)[O-])c2)n1
21	-1.3	1.2	Cn1cc(C(=O)O)c(-c2ccc3c(c2)OCCCO3)n1
22	-0.8	-0.63	CCC(C)NC(=O)c1ccc(COc2ccccc2Cl)cc1 (stereo not given)
23	1.5	1.3	CCOC(=O)N1CCN(S(=O)(=O)c2c(C)nc3scc(C)n3c2=O)CC1
24	1.6	-0.66	O=C(/C=C/c1ccccc1F)N1CCN(c2ccccn2)CC1
25	0.5	-0.02	Cc1ccccc1N(CC(=O)NCC1CCCO1)C(=O)C1(C)CC(=O)N=C2C=CC=CN21 (stereo not given)
26	-0.2	0.88	O=S(=O)(c1cccs1)N1CN(Cc2ccccc2)c2nc3ccccc3nc21
27	-0.3	1.2	O=C(O)c1nn(CCOc2cccc(Br)c2)c(=O)c2ccccc12
28	-0.7	-0.19	Cc1ccccc1NC(=O)Cc1nc(CCl)cs1
29	0.2	-0.67	CC(CNC(=O)c1ccc(OC2CCN(Cc3ccccn3)CC2)cc1)c1ccccc1 (stereo not given)
30	-1.7	-0.76	Cc1nc(-c2cccc(S(=O)(=O)N3CCCCC3)c2)cs1

(more compounds)
cpd	STK33 inh	Kir21 block	structure
31	-0.1	1.4	Cc1c(NC(=O)NC(C)N2C(=O)C3C4C=CC(C4)C3C2=O)c(=O)n(-c2ccccc2)n1C (stereo not given)
32	-0.7	-1.3	CN(Cc1ccc(F)cc1)C(=O)c1cccc(S(=O)(=O)NCc2ccccc2)c1
33	-0.6	1.2	O=[N+]([O-])c1ccccc1-c1ccc(CN2CCN(c3ccccc3)CC2)o1
34	0.1	1.1	c1ccc(CSc2nnc(-c3sccc3-n3cccc3)o2)cc1
35	-0.5	-0.47	COc1ccc(NC(=O)Oc2cc(C)ccc2C(C)C)cc1
36	-1.5	-0.02	CCOC(=O)C1(Cc2cccc(F)c2)CCN(C(=O)c2cscn2)CC1
37	-1.0	-2.5	Cc1nc(C)c(C(=O)C2=C(O)C(=O)N(CCN3CCOCC3)C2c2ccco2)s1 (stereo not given)
38	-1.3	-0.04	CCCCn1c(SCC(=O)N2CC(C)CC(C)C2)nc2cc(S(N)(=O)=O)ccc21 (stereo not given)
39	-0.1	/	COc1ccc(-c2cc3cc4c(cc3cn2)OCO4)cc1
40	7.9	-0.02	CSc1nc(N(C)NC(=O)c2ccc(F)cc2)c2ccccc2n1
41	-0.4	1.1	CCOC(=O)c1c(C)[nH]c(C(=O)OCC(=O)N2CCc3ccccc32)c1C
42	/	-1.6	Cn1c(CCNC(=O)C2CCCCC2)nc2cc(NC(=O)c3cccs3)ccc21
43	0.3	-0.95	COCCNC(=O)CSc1ncnc2sccc12
44	-0.6	-0.29	O=C1CS/C(=N\N=C\c2ccccc2Cl)N1CC1CC1
45	-2.8	-0.91	Cc1cccc(C)c1-n1c(SCC(=O)N2CC(=O)Nc3ccccc32)nc2ccccc2c1=O

Next section:
cpd	STK33 inh	Kir21 block	structure
46	-1.1	2.2	CCCCC1=CC2=CC(=O)C(C)(OC(=O)CC)C(=O)C2=CN1CCc1ccccn1 (stereo not given)
47	-1.3	/	CC1(C2CC2)NC(=O)N(CC(=O)N2CCN(S(=O)(=O)c3ccc(F)c(F)c3)CC2)C1=O (stereo not given)
48	-2.2	1.5	CC(C)CC(=O)NC(=S)NCc1ccccc1
49	-0.6	/	COCCN(C(=O)COC(=O)/C=C/c1cccc(C(F)(F)F)c1)c1c(N)n(CC(C)C)c(=O)[nH]c1=O
50	-1.1	1.4	CCCOc1ccc(CNC(=O)Cc2cccs2)cc1
51	-0.1	0.99	C=CCn1c(=S)sc2c(=O)[nH]cnc21
52	-1.8	1.7	COCCN(Cc1nc(C2(c3ccc(C)cc3)CCCC2)no1)C(C)C
53	0.1	/	CSc1ccccc1NC(=O)CN(C)C(C)C(=O)NCc1ccc2c(c1)OCO2 (stereo not given)
54	-0.3	-6.9*	N=c1c2c(-c3ccccc3)c(-c3ccccc3)n(Cc3ccccc3)c2ncn1CCCO
55	-1.6	1.8	COc1cccc(C(=O)NNC(=O)c2ccccc2-n2cccc2)c1
56	0.2	/	O=C(Nc1ccccc1N1CCOCC1)c1ccc([N+](=O)[O-])s1
57	1.7	-0.66	O=C(c1ccc2c(=O)n(-c3ccccc3)c(=S)[nH]c2c1)N1CCCCC1
58	/	-1.3	Cc1cccn2c(=O)nc(SCC(=O)N3N=C(c4cccs4)CC3c3ccc(F)cc3)nc12 (stereo not given)
59	-0.4	0.47	O=C1c2ccccc2C(=O)C1c1ccccc1F
60	/	0.31	CN(C)C(=O)CSc1nc2ccc(C(=O)c3ccccc3)cc2[nH]1

Remaining list, next part.
cpd	STK33 inh	Kir21 block	structure
61	-0.9	-1.7	Cn1nc(C(F)(F)F)c(C(=O)Nc2ccc(F)cc2F)c1Sc1ccc(Cl)cc1
62	-4.5	3	CCCn1c2ccccc2c2cnn(CC(=O)NC3CCCCC3)c(=O)c21
63	-2.7	-0.04	COc1ccc(-c2ccc(CCC(=O)O)n2C(C)C)cc1
64	-0.9	0.72	COC(=O)CCSCC(=O)Nc1cc(C)on1
65	0.4	0.2	Fc1ccc(COc2ccccc2CNc2nn[nH]n2)cc1
66	1.8	0.01	O=C(NC1CC1)c1ccc2c(Cl)c3c(nc2c1)CCCC3
67	3.9	0.02	O=C(NCCCN1CCOCC1)c1cccc(NC(=O)c2ccccc2)c1
68	0.5	1.8	CC1CCN(C(=O)COC(=O)c2ccc(Br)o2)CC1
69	-0.1	0.26	OC(c1ccccn1)C1CCN(Cc2nc(C(c3ccccc3)c3ccccc3)no2)CC1 (stereo not given)
70	0.0	-0.26	COc1cc(/C=C/c2cc(C(=O)O)c3ccccc3n2)cc(OC)c1O
71	-1.9	-1	COc1ccc(-c2cc3nc(-c4ccccc4)cc(N4CCCC(O)C4)n3n2)cc1 (stereo not given)
72	-1.0	-2.8	COc1ccc(C(C)=O)cc1COc1ccc(Cl)c(C)c1
73	/	0.59	Cc1ccc(-n2ncc3c(=O)n(Cc4cccnc4)cnc32)cc1
74	-1.0	/	Nc1ncccc1C(=O)OCC(=O)N1CCN(S(=O)(=O)c2ccc(Cl)cc2)CC1
75	-1.5	-0.37	O=C(Cc1ncc(C(F)(F)F)cc1Cl)N1CCN(c2ccccn2)CC1

Kir21 block: hit marks shown above.
cpd	STK33 inh	Kir21 block	structure
54	-0.3	-6.9*	N=c1c2c(-c3ccccc3)c(-c3ccccc3)n(Cc3ccccc3)c2ncn1CCCO

Additional compounds:
cpd	STK33 inh	Kir21 block	structure
76	-0.4	2.1	Cc1ccccc1N1C(=O)C2ON(c3ccccc3)C(c3ccco3)C2C1=O (stereo not given)
77	-1.2	-0.12	CC1(c2ccccc2Br)NC(=O)N(CC(=O)Nc2ccc(S(N)(=O)=O)cc2)C1=O (stereo not given)
78	-0.1	1.4	CCOc1ccc(NC(=O)CN(C)C(=O)c2cccnc2Sc2ccc(Cl)cc2)cc1OCC
79	-0.5	0.36	Cc1ccc(NC(=O)CSc2n[nH]c(-c3ccco3)n2)cc1
80	-0.8	-2.4	CCOC(=O)C1(CCOc2ccccc2)CCN(Cc2ccc(OC)cc2)CC1
81	-0.8	-1.2	O=C(Nc1cccc(NC(=O)c2ccc(-c3ccc(Br)cc3)o2)c1)c1ccco1
82	1.1	-0.09	Cc1ccc2cc(CN(CCCN3CCOCC3)C(=O)NC3CCCCC3)c(=O)[nH]c2c1C
83	-0.6	-1.1	O=c1c2[nH]c3ccc(Br)cc3c2ncn1Cc1ccncc1
84	-0.1	0.62	Cc1cc(C)n2nc(C(=O)Nc3cccc(S(=O)(=O)N(C)c4ccccc4)c3)nc2n1
85	-1.1	0.41	COC(=O)[C@H](Cc1ccccc1)NC(=O)NC(C)CCc1ccccc1 (stereo not given in full)
86	/	1.6	COC(C[C@@H](O)CC(=O)COCc1ccccc1)OC
87	-1.3	-0.47	COC(=O)c1ccc2c(=O)n(-c3ccccc3)c(SCN3C(=O)c4ccccc4C3=O)nc2c1
88	-2.5	0.02	O=C(NCc1ccco1)/C(=C\c1ccco1)NC(=O)c1ccccc1Cl
89	-0.9	-0.38	Cc1ccc(N/C=C/C(=O)c2ccco2)c(O)c1
90	-1.1	-0.13	O=S(=O)(Nc1ccccc1C(F)(F)F)c1ccc(-c2ccccn2)s1

Carrying on:
cpd	STK33 inh	Kir21 block	structure
91	0.2	-0.75	O=C(Nc1ccccc1)c1ccc(CN2CCC(Cc3ccccc3)CC2)cc1
92	-0.9	1.6	Cc1ccc(NC(=O)CC2S/C(=N/c3nccs3)N(C)C2=O)cc1C (stereo not given)
93	0.0	/	Cc1nn(-c2cccc(Cl)c2)nc1C(=O)Nc1cccc(C(=O)NC2CC2)c1
94	-0.7	0.84	O=C(CCCN1C(=O)/C(=C\c2ccco2)SC1=S)Nc1cccc2ccccc12
95	-0.2	-1.2	COc1cc(SC)ccc1C(=O)Nc1cccc(S(=O)(=O)NC2=NCCCCC2)c1
96	-0.6	-0.17	CCCCc1cc(=O)oc2c(C)c(OCC(=O)N3CCC(C(=O)O)(c4ccccc4)CC3)ccc12
97	-0.5	-0.27	O=C(O)C1[C@H]2C(=O)N(Cc3cccs3)C[C@]23C=C[C@H]1O3 (stereo not given in full)
98	-1.6	2.1	C=CCn1c(-c2sc3nc(C)cc(C)c3c2N)n[nH]c1=S
99	-0.6	0.75	COc1ccc(C(=O)CSc2nnc(CNC(=O)c3ccc(OC)cc3)n2C)cc1
100	0.1	-0.6	CC1CC(C)CN(S(=O)(=O)c2ccc(NC(=O)C3CC(=O)N(Cc4ccccc4)C3)cc2)C1 (stereo not given)
101	-1.2	-1.3	COc1ccccc1C1C2CCCCC2(O)CCN1CC(=O)Nc1ccccc1 (stereo not given)
102	/	-1.5	COc1ccccc1OCCC(=O)OCC(=O)Nc1cccc(Br)c1
103	-4.3	-0.34	NS(=O)(=O)c1ccc(CCNC(=O)NC2CCCCC2)cc1
104	-1.8	0.44	Cc1nc2ncnn2c(Nc2ccc3c(c2)OCCO3)c1C
105	-1.5	0.05	COc1ccc(NC(=O)CN(C)S(=O)(=O)c2cccc3nsnc23)cc1OC

Retrieved one by one from the entries so far:
cpd	STK33 inh	Kir21 block	structure
9	-2.2	0.28	CC1CCCCN1C(=O)COC(=O)CNC(=O)c1ccc(Cl)cc1Cl (stereo not given)
23	1.5	1.3	CCOC(=O)N1CCN(S(=O)(=O)c2c(C)nc3scc(C)n3c2=O)CC1
39	-0.1	/	COc1ccc(-c2cc3cc4c(cc3cn2)OCO4)cc1
28	-0.7	-0.19	Cc1ccccc1NC(=O)Cc1nc(CCl)cs1

3 compounds already listed, sorted by SMILES length, high to low.
cpd	STK33 inh	Kir21 block	structure
105	-1.5	0.05	COc1ccc(NC(=O)CN(C)S(=O)(=O)c2cccc3nsnc23)cc1OC
92	-0.9	1.6	Cc1ccc(NC(=O)CC2S/C(=N/c3nccs3)N(C)C2=O)cc1C (stereo not given)
103	-4.3	-0.34	NS(=O)(=O)c1ccc(CCNC(=O)NC2CCCCC2)cc1

(continued)
cpd	STK33 inh	Kir21 block	structure
106	-0.8	-2	O=C(O)Cn1cc(C(=O)c2ccco2)c2ccccc21
107	-1.5	-0.08	C/C(=N\NC(=O)c1ccccc1C)c1ccc(NC(=O)c2cccs2)cc1
108	-1.0	-0.52	Nc1c(C(=O)NCc2ccc3c(c2)OCO3)nnn1Cc1cccc(F)c1
109	0.2	/	COc1ccc(-c2oc3ccccc3c2C#CC(C)(C)O)cc1
110	-1.7	0.77	O=C(COC(=O)C1CCN(/C=C/C(=O)C(F)(F)F)CC1)Nc1cccc(F)c1
111	-1.5	-0.09	COc1ccc(N2C(=O)CSC2c2ccc3c(c2)OCO3)cc1 (stereo not given)
112	-0.9	-0.38	Cc1ccc(C)c(S(=O)(=O)Nc2ccc3oc(C)c(C(=O)O)c3c2)c1
113	-0.9	/	CSc1ccccc1C(=O)OCC(=O)N1CCCC1=O
